Compound activity as filed in PubChem.
E coli WT exp: growth inhibitors of wild-type E. coli, primary screen, strain BW25113, expanded library, OD600 | OD600 absorbance | growth inhibition, % at 100 µM | actives 0.15% (n = 98,000);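 active means growth inhibition above about 50% at one test dose, limit read from the data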;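 further: growth measured after 20 h incubation at 37 °C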
PostGolgi yeast: phenotypic screen on post-Golgi transport, primary screen. AID 739, 2007. actives 0.9% (n = 98,000). inhibition, % at 10 µM. post-Golgi transport phenotypic cell assay;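 further: yeast cells grown in 1536-well plates; yeast grown about 18 h at 30C before absorbance read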
PostGolgi ctrl: growth inhibition of yeast control strain, primary screen, counter-screen for post-Golgi transport modulator project. efflux-deficient yeast background strain, growth absorbance A615, 16 h. inhibition, % at 10 µM. actives 5% (n = 98,000)
hDAT+cocaine: changed hDAT dopamine uptake under cocaine IC80, either direction, primary screen, cocaine antagonist project, cell-based, LLC-PK1 hDAT, [14C]-dopamine uptake, MLSMR; Sodium-dependent dopamine transporter (Homo sapiens), Q01959; LLC-PK1 hDAT cells, [14C]-dopamine uptake with cocaine IC80; actives deviate in either direction; B-score at 10 µM; actives 1.3% (n = 110,000);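 active means Z score or B-score, a plate-position-corrected score, falls beyond the plate's 99.7% confidence bounds, in either direction; inactive means both scores lie inside the 99.7% bounds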;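 further: scored against the spread of the other compound wells on the same plate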
Pyk2 oligo antag: antagonists of Pyk2 self-association, primary screen, Q293 cells, FERM NanoBiT luminescence, HTS | Protein-tyrosine kinase 2-beta (Homo sapiens), Q14289 | hits give low values | z-score (the deposit names both 25 µM and 10 µM) | actives 0.83% (n = 99,000);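 active means Z-score of -3 or lower, scaled per plate to the spread of control and sample wells; inactive means z-score above -3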;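 further: negative z-score means lost luminescence so less FERM oligomerization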
CYP2C9 inh: blockers of cytochrome P450 2C9 activity – biochemical, luminescence, ADME assay, primary screen. P11712. CYP2C9 Supersomes, luciferin-H conversion. inhibition, % at 5 µM. actives 20% (n = 96,000);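 active means blocking of liver enzyme CYP2C9 beyond about 50% at 5 µM, limit read from the data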; further: values of inactives mirror those of a sister screen read the other way
LYP act: LYP phosphatase activators, primary screen, biochemical, DiFMUP fluorescence, 2 µM | Tyrosine-protein phosphatase non-receptor type 22 (Homo sapiens), Q9Y2R2 | recombinant LYP; 0 = plate median, 100 = signal doubled | activation, % at 2 µM | actives 0.11% (n = 96,000);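 active means activation at 2 µM above a set limit, the mean plus 5 SD, cut at about 37% in these data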
Target sequence (Q9Y2R2 whole entry, looked up): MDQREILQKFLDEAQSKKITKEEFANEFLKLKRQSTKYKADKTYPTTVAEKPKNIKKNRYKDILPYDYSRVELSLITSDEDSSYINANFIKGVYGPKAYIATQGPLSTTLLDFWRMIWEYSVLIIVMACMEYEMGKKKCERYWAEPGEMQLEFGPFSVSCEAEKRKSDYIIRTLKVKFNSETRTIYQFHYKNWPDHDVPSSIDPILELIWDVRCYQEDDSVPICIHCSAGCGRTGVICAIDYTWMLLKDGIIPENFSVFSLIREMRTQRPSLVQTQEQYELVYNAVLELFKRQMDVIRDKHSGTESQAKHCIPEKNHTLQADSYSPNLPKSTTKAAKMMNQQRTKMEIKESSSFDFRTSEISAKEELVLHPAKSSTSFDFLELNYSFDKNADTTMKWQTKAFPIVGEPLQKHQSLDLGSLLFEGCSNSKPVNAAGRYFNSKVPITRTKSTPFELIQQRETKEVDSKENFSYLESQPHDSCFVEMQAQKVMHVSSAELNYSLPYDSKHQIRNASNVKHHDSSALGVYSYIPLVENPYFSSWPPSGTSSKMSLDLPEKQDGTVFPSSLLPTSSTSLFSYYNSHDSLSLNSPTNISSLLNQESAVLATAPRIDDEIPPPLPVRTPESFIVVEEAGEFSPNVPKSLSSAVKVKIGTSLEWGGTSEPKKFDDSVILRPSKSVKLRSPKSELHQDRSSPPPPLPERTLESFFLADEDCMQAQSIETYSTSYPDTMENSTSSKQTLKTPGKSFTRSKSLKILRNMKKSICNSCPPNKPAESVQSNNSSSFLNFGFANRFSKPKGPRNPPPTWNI
PTPN22 inh 2: PTPN22 phosphatase inhibitors, primary screen, biochemical, DiFMUP fluorescence, 2 µM; recombinant LYP catalytic domain; inhibition, % at 2 µM; actives 0.21% (n = 96,000);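 active means inhibition at 2 µM at or above a set limit, the screen mean plus 3 SD, cut at about 24% in these data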;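 further: 0% = DMSO with enzyme and 100% = enzyme fully blocked by orthovanadate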
CYP2C9 act: human CYP2C9 activators, primary screen, biochemical, luminescence; AID 1024, 2008; activation factor at 5 µM; recombinant CYP2C9, luciferin-H conversion; hits give high values; factor 1 = untreated enzyme, 0 = blocked; actives 1.4% (n = 96,000); Cytochrome P450 2C9 (Homo sapiens), P11712;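 active means activation factor of 2 or more for CYP2C9 at a 5 µM dose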;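 further: 0 = sulfaphenazole-blocked wells and 1 = vehicle-only wells; values of inactives mirror those of a sister screen read the other way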
* hit, by the source's call; . = no result given. Unless noted, no stated cut-off is given here; in the data, active means inhibition above about 30%; inactive means the rest.

[1] Cc1c(C(=O)Nc2ccc(Cl)cn2)oc2ccccc12
[2] Cn1c(CCCNC(=O)c2cccs2)nc2ccccc21
[3] CC(=O)Nc1ccc(OCC(O)CNC2CCCC2)cc1 (centres undefined)
[4] Cc1cc(C)cc(N2C(=O)CC(N3CCOCC3)C2=O)c1 (centres undefined)
[5] CCOc1ccccc1OCCCC(=O)N1CCN(S(=O)(=O)c2ccc(C)cc2)CC1
[6] CN(C)c1nc(Nc2ccccc2)nc(N(C)C)n1
[7] Cn1c(=O)cc(NCc2ccccc2)[nH]c1=O
[8] CCc1ccc(C(CC(=O)c2ccc(Cl)cc2)C(=O)O)cc1 (centres undefined)
[9] O=C(NC1CCN(C(=O)N2CCOCC2)CC1)c1ccccc1
[10] Cc1c(C(=O)NC(C)c2ccncc2)oc2ccccc12 (centres undefined)
entry no.,1,2,3,4,5,6,7,8,9,10
E coli WT exp,-7,3,-5,1,-19,7,14,2,8,4
PostGolgi yeast,7,1,3,6,-10,1,40*,-3,2,2
PostGolgi ctrl,31*,-2,27,-2,2,10,-5,2,34*,3
hDAT+cocaine,0.47,-0.92,.,-1.1,0.3,0.14,0.68,0.75,1.8,-0.67
Pyk2 oligo antag,0.11,-0.35,1.4,-0.52,-0.79,0.03,-0.17,0.44,0.44,0.24
CYP2C9 inh,.,-30,5,-43,46,-4,-10,10,5,83*
LYP act,-5,0,6,-8,.,-14,.,-4,-4,10
PTPN22 inh 2,4,-1,-2,12,.,13,.,7,2,-7
CYP2C9 act,.,1.3,0.9,1.4,0.5,1,1.1,0.9,1,0.2

[11] COc1cc(NC(=O)c2cc(Cl)ccc2Cl)ccc1-c1cc2ccccc2oc1=O
[12] COc1ccc(CNC(=O)/C=C/c2ccc(OCCCF)cc2)cc1
[13] COC(=O)Nc1cccn(Cc2c(Cl)cccc2Cl)c1=O
[14] COc1ccc(NC(=O)C(c2ccccc2)N(C)C(=O)CNC(C)=O)cc1 (centres undefined)
[15] Cc1cc(C)c[n+](-c2nc3ccccc3nc2C(=C=[N-])C#N)c1
[16] Cc1csc2ncc(C(=O)N3c4ccccc4CC3C)c(=O)n12 (centres undefined)
[17] CCSc1nc(N2CCCCC2)c2c(c1C#N)CCCC2
[18] Cc1cccc(C2Nc3ccccc3C(=O)N2c2ccccc2)n1 (centres undefined)
[19] C=CCOC(=O)Nc1c(C(=O)OC)[nH]c2ccc(Cl)cc12
[20] CCCC(=O)Nc1ccc(Sc2ccc([N+](=O)[O-])cc2)cc1
entry no.,11,12,13,14,15,16,17,18,19,20
E coli WT exp,-11,-3,2,7,-1,3,3,2,-9,1
PostGolgi yeast,4,-7,10,-2,-1,-8,-5,30*,-4,-2
PostGolgi ctrl,7,5,21,2,2,22,8,7,7,26
hDAT+cocaine,0.34,0.45,-0.25,0.004,-1.5,0.6,-0.77,-0.14,-0.049,0.11
Pyk2 oligo antag,-0.13,0.77,-0.15,0.43,-1.2,.,-0.73,-0.57,0.18,0.3
CYP2C9 inh,-1,22,-145,-5,10,-89,93*,70*,14,27
LYP act,3,-9,3,-10,3,-13,1,0,-2,-9
PTPN22 inh 2,1,12,0,11,-3,10,-2,-3,1,12
CYP2C9 act,1,0.8,2.5*,1.1,0.9,1.9,0.1,0.3,0.9,0.7

[21] CCNc1nc(NC(C)C)nc(OCCOC(=O)Nc2ccccc2)n1
[22] CCOc1ccccc1C(C(=O)NC1CCCC1)N(Cc1ccco1)C(=O)CNC(=O)c1ccco1 (centres undefined)
[23] CCOC(=O)C1=C(C)Nc2ncnn2C1c1ccccc1F (centres undefined)
[24] CCOC(=O)c1c(NC(=O)c2cccs2)sc2c1CCC2
[25] CC(Sc1nc2nn(-c3ccccc3)c(=O)c-2c2n1CCCCC2)C(N)=O (centres undefined)
[26] NC(=O)CN(c1ccccc1)C1SC(=O)N(Cc2ccccc2)C1=O (centres undefined)
[27] COc1cc(CNCCCN2CCOCC2)cc(Br)c1OCC(=O)N1CCCCC1
[28] O=C(Cc1cccs1)Nc1nnc(Cc2ccc(F)cc2)s1
[29] Cn1ncc2nc[nH]c(=O)c21
[30] CCCC1(C(=O)OC)NC(c2ccco2)C2C(=O)N(c3ccc(C)cc3)C(=O)C21 (centres undefined)
entry no.,21,22,23,24,25,26,27,28,29,30
E coli WT exp,.,.,6,.,-2,7,1,-5,-4,-3
PostGolgi yeast,.,.,1,.,-9,-2,-5,15,0,11
PostGolgi ctrl,.,.,1,.,0,2,-3,3,-2,4
hDAT+cocaine,3.6*,0.57,-0.5,-0.93,1.8,-0.39,-0.074,.,-0.12,-0.19
Pyk2 oligo antag,-0.75,0.84,0.96,1.6,2.5,1.1,-0.02,.,-0.66,2.9
CYP2C9 inh,.,.,20,23,13,14,-9,7,41,17
LYP act,15,-5,10,.,18,13,0,2,-1,-3
PTPN22 inh 2,-21,5,-17,.,-17,-15,4,-2,-2,3
CYP2C9 act,.,.,0.8,0.8,0.9,0.9,1.1,0.9,0.6,0.8

Of the compounds above, 3 have an aryl thioether with sulfur outside any ring.
[17] CCSc1nc(N2CCCCC2)c2c(c1C#N)CCCC2
[20] CCCC(=O)Nc1ccc(Sc2ccc([N+](=O)[O-])cc2)cc1
[25] CC(Sc1nc2nn(-c3ccccc3)c(=O)c-2c2n1CCCCC2)C(N)=O (centres undefined)
entry no.,17,20,25
E coli WT exp,3,1,-2
PostGolgi yeast,-5,-2,-9
PostGolgi ctrl,8,26,0
hDAT+cocaine,-0.77,0.11,1.8
Pyk2 oligo antag,-0.73,0.3,2.5
CYP2C9 inh,93*,27,13
LYP act,1,-9,18
PTPN22 inh 2,-2,12,-17
CYP2C9 act,0.1,0.7,0.9

(more compounds)
[31] O=C(c1cc2nc(-c3ccco3)cc(C(F)(F)F)n2n1)N1CCN(Cc2ccccc2)CC1
[32] COC(=O)C1=C(O)/C(=C\c2cc(C)n(-c3ccccc3C)c2C)N=C1C
[33] COc1ccc(NC(=O)COC(=O)c2cnccn2)cc1Cl
[34] CCCCN(C)C(=O)C1CCC(=O)N(c2cc(OC)c(OC)c(OC)c2)C1c1ccc(OC)cc1 (centres undefined)
[35] COc1cc2ccc(=O)oc2c(O)c1OCC=C(C)C
[36] O=C(NCCSCc1c(F)cccc1Cl)c1ccco1
[37] CCC(CO)N=CC1=C(O)C(C(=O)c2ccccc2)CCC1=O (centres undefined)
[38] Cc1ccc(-n2nc(N)c3c(=O)oc(N(C)C)nc32)cc1
[39] Cc1nn2c(N3CCN(c4ccccn4)CC3)cc(C(C)C)nc2c1-c1ccccc1
[40] CN(CC(=O)Nc1ccccc1Cl)C(=O)COC(=O)CNC(=O)c1ccc(Br)o1
entry no.,31,32,33,34,35,36,37,38,39,40
E coli WT exp,-9,2,3,-9,7,6,8,-7,-11,.
PostGolgi yeast,8,-4,-2,0,20,-3,13,-3,41*,.
PostGolgi ctrl,6,0,5,0,2,0,8,33*,99*,.
hDAT+cocaine,0.1,-0.84,-0.013,-8.4*,0.69,-0.24,-0.11,-0.33,-0.49,0.42
Pyk2 oligo antag,-0.63,-0.33,-0.27,0.32,0.08,1.4,0.84,-0.32,-1.1,0.59
CYP2C9 inh,64*,46,-10,.,8,75*,20,11,62*,.
LYP act,6,-6,-2,-2,2,4,-5,0,-7,2
PTPN22 inh 2,-9,7,2,6,-4,-4,4,3,4,-6
CYP2C9 act,0.4,0.5,1.1,.,0.9,0.3,0.8,0.9,0.4,.

[41] COc1cccc(C2CC(c3cccc(C)c3)n3ncnc3N2)c1 (centres undefined)
[42] CCOc1ccccc1N(CC(=O)NC1CCCCC1)C(=O)CCCC(=O)Nc1ccccn1
[43] COc1nc(NC2CCCCC2)nc(N2CCCCCC2)n1
[44] COc1ccccc1NC(=O)CN1CCN(c2ccccn2)CC1
[45] Cc1cccc(C)c1OCC(=O)Nn1c(C)nc2ccccc2c1=O
[46] Nc1nc(SCC(=O)N2CCc3ccccc3C2)[nH]c(=O)c1-c1ccccc1
[47] COc1ccc(-c2nnc3sc(CCN4C(=O)c5ccccc5C4=O)nn23)cc1
[48] c1ccc2c(N3CCCC3)nc(-c3ccncc3)nc2c1
[49] CN1CCN(c2nc3ccccc3nc2C(C#N)C(=O)OC2CCCCC2)CC1 (centres undefined)
[50] O=S(=O)(c1ccc(F)cc1)N1CC2CCCN2c2ccc(C(F)(F)F)cc21 (centres undefined)
entry no.,41,42,43,44,45,46,47,48,49,50
E coli WT exp,0,0,.,.,-7,2,-15,-9,9,-5
PostGolgi yeast,-3,3,.,.,3,-3,0,57*,2,-20
PostGolgi ctrl,0,0,.,.,29,-5,10,61*,17,15
hDAT+cocaine,0.23,1.9,-0.23,0.31,-0.3,0.72,-1.3,1.1,0.8,-0.86
Pyk2 oligo antag,.,-1,-1.4,-1.3,-0.29,-1,-1.6,-0.9,-2.1,-1.5
CYP2C9 inh,67*,80*,.,.,64*,40,32,48,9,47
LYP act,.,-1,1,-4,-5,-4,-6,3,3,0
PTPN22 inh 2,.,2,0,2,4,3,3,-4,-4,4
CYP2C9 act,0.3,0.2,.,.,0.4,0.6,0.7,0.5,0.9,0.5

[51] Cc1cccc(C)c1NC(=O)C(c1ccc([N+](=O)[O-])cc1)N1CCCCC1 (centres undefined)
[52] CN1CCN(S(=O)(=O)c2ccc(N3CCN(S(=O)(=O)/C=C/c4ccccc4)CC3)nc2)CC1
[53] CCOC(=O)C1=C(c2ccccc2)N=c2s/c(=C\c3cc(OC)c(OC)c(OC)c3)c(=O)n2C1c1cccs1 (centres undefined)
[54] CCOC(=O)c1cnc(-c2ccccc2)[nH]c1=O
[55] O=C(CN1CCN(S(=O)(=O)c2ccccc2)CC1)NC(=O)NC1CCCCC1
[56] Cc1ccc(C)c(NC(=O)c2ccc3c(c2)N(Cc2ccc(F)cc2)C(=O)CS3=O)c1 (centres undefined)
[57] CCC(C)(C)n1nnnc1C(c1ccc(C)cc1)N1CCC(C)CC1 (centres undefined)
[58] COC(=O)c1cc(Br)c(=O)n(Cc2ccco2)c1
[59] CS/C(=C\[N+](=O)[O-])Nc1ccc(F)cc1
[60] CCC(=O)Nc1nc2ccc(S(C)(=O)=O)cc2s1
entry no.,51,52,53,54,55,56,57,58,59,60
E coli WT exp,-4,-2,-14,5,2,-8,-4,-1,-1,.
PostGolgi yeast,-1,10,-2,1,-7,6,-5,4,8,.
PostGolgi ctrl,0,0,-4,-9,6,-12,4,14,4,.
hDAT+cocaine,-0.61,0.66,0.34,-0.055,-0.38,0.067,-2.1,0.43,-0.67,-1.2
Pyk2 oligo antag,-0.62,0.49,-1.4,-0.11,-0.5,.,-1.7,-0.68,-0.66,2.8
CYP2C9 inh,-9,2,15,55*,74*,26,11,25,-8,.
LYP act,3,-11,3,3,4,.,4,-5,7,0
PTPN22 inh 2,1,10,1,-1,-6,.,-2,2,-3,1
CYP2C9 act,1.1,1,0.8,0.5,0.3,0.7,0.9,0.8,1.1,.

[61] CCOC(=O)c1c(C)[nH]c(C(=O)COC(=O)c2ccccn2)c1C
[62] Cc1ccc(C(=O)COC(=O)c2cnccn2)cc1
[63] Cc1cccc(C(=O)NNS(=O)(=O)c2ccccc2[N+](=O)[O-])c1
[64] O=C(NCCCNCc1ccccc1)c1ccc(/C=N/O)nc1
entry no.,61,62,63,64
E coli WT exp,7,3,.,5
PostGolgi yeast,-5,5,.,2
PostGolgi ctrl,11,17,.,-2
hDAT+cocaine,0.18,0.59,-0.23,-0.26
Pyk2 oligo antag,1.8,0.06,0,0.43
CYP2C9 inh,56*,-1,.,-12
LYP act,-8,6,4,-8
PTPN22 inh 2,11,-8,-5,5
CYP2C9 act,0.4,1,.,1.1
